Screening results as filed in PubChem BioAssay.
NR1D1 modulator: modulates human Rev-erb alpha binding to DNA; AID 1259318; Rev-erbα–FITC-DNA binding, fluorescence polarization, 90 min; activity, % at 10 µM; 370,000 compounds, 0.79% hits;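 active = activity above about 14%, limit read from the data; passing the limit was not always enough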;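 note: 0% = DMSO wells with 35 nM protein and 100% = DMSO wells with 750 nM protein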
rCAG binder: r(CAG) repeat RNA binding; TO-PRO-1 dye displacement fluorescence; inhibition, % at 3 µM; 370,000 compounds, 1.3% hits;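 active = inhibition above the plate cutoff, the mean of all test compounds on that plate plus 3 SD, cut at about 35% in these data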;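 note: 0% = DMSO alone and 100% = 100 µM mitoxantrone as full dye displacement; higher means more dye released from RNA so lower well fluorescence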
UHRF1 binding: human UHRF1 methylated DNA binding inhibitors. Q96T88. UHRF1 binding to methylated oligo, TR-FRET. inhibition, % at 4.4 µM. 370,000 compounds, 0.75% hits. AID 687016; in the data active = inhibition above about 21%;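 note: UHRF1 SRA domain binding a hemimethylated CpG hairpin DNA probe; 0% = median of test compound wells and 100% = reference inhibitor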
ABHD4 inh: ABHD4 (mouse) inhibition, primary FP screen; 370,000 compounds, 0.54% hits; AID 720543; purified mABHD4, FP-Rh probe fluorescence polarization; Q8VD66; inhibition, % at 8.92 µM;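 active = inhibition exceeding the mean over every tested compound plus 3 SD, cut at about 30% in these data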;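 note: 0% = plate median of compound wells and 100% = S159A mutant with DMSO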
Target sequence (Q8VD66 whole entry, looked up): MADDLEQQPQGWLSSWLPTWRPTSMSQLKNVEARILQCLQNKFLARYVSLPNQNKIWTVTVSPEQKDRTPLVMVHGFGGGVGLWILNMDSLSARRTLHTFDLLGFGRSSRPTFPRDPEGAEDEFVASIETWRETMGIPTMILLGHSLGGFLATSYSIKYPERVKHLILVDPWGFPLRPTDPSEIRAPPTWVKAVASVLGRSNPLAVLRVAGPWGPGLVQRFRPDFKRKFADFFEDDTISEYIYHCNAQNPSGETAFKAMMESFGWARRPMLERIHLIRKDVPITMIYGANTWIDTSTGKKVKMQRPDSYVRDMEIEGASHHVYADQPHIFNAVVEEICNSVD
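Assay system: Wild-type mouse ABHD4 protein | Medium: HEPES pH 7.0 buffer, 150 mM NaCl, 0.01% Pluronic F-127 | Incubation: Enzyme–compound pre-incubation 45 min, then probe 60 min, both 25 °C | Technique: Fluorescence polarization with parallel and perpendicular emission, 525/598 nm | Evaluation: % inhibition of FP-Rh probe binding versus controls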
LEDGF integ inh: blocks HIV-1 LEDGF/p75-dependent DNA integration; inhibition, % at 3.7 µM; AID 743269; 370,000 compounds, 0.64% hits; TR-FRET IN-LEDGF/p75 DNA integration, Eu/Cy5;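 active = inhibition above the screen-wide mean plus 3 SD, cut at about 13% in these data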;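 note: signal is the Cy5 over europium emission ratio at 671 and 618 nm; 0% = plate median of compound wells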
PRMT1 inh: inhibitors of human PRMT1. Q99873. recombinant PRMT1, activity-based probe fluorescence polarization. inhibition, % at 2.79 µM. 370,000 compounds, 1.3% hits;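 active = inhibition above about 21% made by adding two undisclosed values, limit read from the data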
Target sequence (Q99873 whole entry, looked up): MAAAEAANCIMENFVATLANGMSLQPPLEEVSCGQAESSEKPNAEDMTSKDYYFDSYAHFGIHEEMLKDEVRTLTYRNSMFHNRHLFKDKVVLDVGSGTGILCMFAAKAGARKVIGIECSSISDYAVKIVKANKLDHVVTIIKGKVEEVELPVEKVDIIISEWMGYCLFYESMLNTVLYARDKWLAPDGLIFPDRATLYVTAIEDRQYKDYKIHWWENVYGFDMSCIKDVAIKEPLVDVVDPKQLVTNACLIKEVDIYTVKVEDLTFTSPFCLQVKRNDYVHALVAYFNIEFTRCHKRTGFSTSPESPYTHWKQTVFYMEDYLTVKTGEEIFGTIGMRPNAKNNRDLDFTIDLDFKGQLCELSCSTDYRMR
MBD2 DNA inh: MBD2-methylated oligo binding inhibition; inhibition, % at 4.4 µM; TR-FRET, MBD2 binding to methylated oligonucleotide; Q9UBB5; 370,000 compounds, 0.31% hits; in the data active = inhibition above about 13%
TCR CD3 inh: human TCR-CD3 binding inhibition; TAMRA-labeled TCR probe fluorescence, biochemical; inhibition, % at 9.4 µM; 360,000 compounds, 0.37% hits; AID 651800; in the data active = inhibition above about 19%;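 note: recombinant mutant TCR 2C K166C tagged with TAMRA read by polarization; 0% = receptor in buffer alone and 100% = receptor with positive control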
HTRA1 inh: HTRA1 (human) protease inhibition. AID 504803. inhibition, % at 5.96 µM. recombinant HTRA1, FP-rhodamine activity-based probe, fluorescence polarization. 340,000 compounds, 0.5% hits; in the data active = inhibition above about 36%;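 note: 0% = enzyme with DMSO and 100% = wells lacking enzyme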
PG9 Ab binder: PG9 antibody binding by small molecule; AID 624416; inhibition, % at 6.7 µM; 360,000 compounds, 0.43% hits; TR-FRET gp120-PG9 antibody binding; in the data active = inhibition above about 8.5%
An asterisk follows results filed as active; x = no result given. A portion of the library; the hit share may differ from the screen's.

SMILES | NR1D1 modulator | rCAG binder | UHRF1 binding | ABHD4 inh | LEDGF integ inh | PRMT1 inh | MBD2 DNA inh | TCR CD3 inh | HTRA1 inh | PG9 Ab binder
Cc1ccccc1-c1cc(C(=O)Nc2nc3c(s2)CCCC3)c2ccccc2n1 | -1 | 12 | 0 | -1 | 4 | 7 | 3 | 2 | -22 | -2.6
Cc1ccc(C2CC(c3cccc(Br)c3)n3nc(N)nc3N2)cc1 (stereo not given) | 0 | -2 | -3 | 5 | -1 | -5 | -6 | 5 | -5 | 0.9
O=C(Cn1cc(C(F)(F)F)ccc1=O)NCC1CCCO1 (stereo not given) | -3 | 0 | 2 | -10 | 4 | -6 | -6 | -5 | 0 | 0.9
CCNc1nnc(CSc2nc3ccccc3s2)s1 | -4 | -3 | 0 | -1 | -1 | -1 | -2 | 2 | -1 | 1.1
Cc1ccc(NC(=O)Cn2nc(C)c(S(=O)(=O)N(C)C)c2C)cc1 | 1 | 0 | 5 | -6 | 5 | 4 | 5 | -11 | 4 | 1.4
CCCn1c(=O)c(C(=O)NNS(=O)(=O)c2ccc(NC(=O)OC)cc2)c(O)c2ccccc21 | 0 | 0 | -3 | 4 | 0 | -8 | 3 | 8 | 4 | 0.5
O=C(O)c1cnc(-c2ccccc2)nc1C(F)(F)F | 0 | -1 | 0 | 1 | -2 | -3 | -3 | 7 | 2 | -2.2
Cn1c(N=NC(=O)c2ccccc2)c(O)c2ccccc21 | 8 | -2 | -33 | 12 | -2 | -1 | -32 | -14 | 14 | -28
Clc1ccc(-c2noc(CN(Cc3ccccn3)CC3CCCO3)n2)cc1 (stereo not given) | -1 | -7 | 1 | -18 | 9 | -1 | -3 | 2 | -3 | -0.4
CNC(=O)/C(C#N)=C/c1c(N2CCN(c3cccc(Cl)c3)CC2)nc2c(C)cccn2c1=O | -2 | 4 | -2 | -7 | 3 | 5 | 3 | -6 | 5 | -0.6
Cc1cc2ncn(CC(O)COC3CCCCC3)c2cc1C (stereo not given) | -4 | -3 | 2 | -9 | -2 | -3 | -2 | -2 | -1 | -0.9
CCOC(=O)C1CCN(C(=O)CN(C)S(=O)(=O)c2cc(C)ccc2OC)CC1 | -2 | -3 | 0 | 1 | 0 | -2 | -5 | 0 | 11 | -2.8
COC(=O)c1ccc(CNC(=O)c2coc3ccccc3c2=O)cc1 | 5 | 3 | 4 | -4 | -9 | 3 | 5 | 6 | -2 | -0.2
C/C(=N\NC(=O)c1csc(C)c1C)c1ccco1 | -3 | 3 | -4 | 4 | 1 | 0 | 3 | 2 | -8 | -0.6
O=C(COc1ccc(Cl)cc1)NCc1ccccc1 | -3 | -9 | -1 | -1 | -3 | 2 | 8 | -5 | 3 | -0.2
CC(C)c1cccc(C(C)C)c1NC(=O)CN1C(=O)NC2(CCCCCCC2)C1=O | 0 | 0 | 14 | 0 | 0 | 0 | 2 | 2 | 2 | -0.1
O=C(N1CCOCC1)C(F)(F)C(=O)N1CCOCC1 | 1 | 3 | -6 | -3 | -1 | -1 | 1 | 3 | 3 | -2.1
O=C(C1CCC1)N1CCN(S(=O)(=O)c2cc(F)ccc2F)CC1 | -6 | -3 | -2 | 3 | 4 | 1 | -6 | -5 | -4 | 2.3
O=C(COC(=O)c1ncc(Cl)c(Cl)c1Cl)Nc1cccnc1Cl | 4 | -5 | 6 | -9 | 0 | 5 | 3 | -3 | 3 | 1.9
O=C1NCC(COc2ccc(Cl)cc2)O1 (stereo not given) | 4 | -2 | 1 | 0 | 4 | -3 | -2 | -1 | -5 | -0.2

Rewritten with two lines to a compound: entries from further up.
Every second line gives: NR1D1 modulator	rCAG binder	UHRF1 binding	ABHD4 inh	LEDGF integ inh	PRMT1 inh	MBD2 DNA inh	TCR CD3 inh	HTRA1 inh	PG9 Ab binder
CC(C)c1cccc(C(C)C)c1NC(=O)CN1C(=O)NC2(CCCCCCC2)C1=O
 : 0	0	14	0	0	0	2	2	2	-0.1
O=C(N1CCOCC1)C(F)(F)C(=O)N1CCOCC1
 : 1	3	-6	-3	-1	-1	1	3	3	-2.1
O=C(C1CCC1)N1CCN(S(=O)(=O)c2cc(F)ccc2F)CC1
 : -6	-3	-2	3	4	1	-6	-5	-4	2.3
O=C(COC(=O)c1ncc(Cl)c(Cl)c1Cl)Nc1cccnc1Cl
 : 4	-5	6	-9	0	5	3	-3	3	1.9

Next section:
SMILES | NR1D1 modulator | rCAG binder | UHRF1 binding | ABHD4 inh | LEDGF integ inh | PRMT1 inh | MBD2 DNA inh | TCR CD3 inh | HTRA1 inh | PG9 Ab binder
Cc1csc(NC(=O)CSc2nc(=O)n(CCCN(C)C)c3c2CCC3)n1 | 0 | -5 | 1 | -3 | -1 | 1 | 1 | -1 | 0 | -0.1
c1ccc(Cn2c(CNc3nc4ccccc4n3CCN3CCCCC3)nc3ccccc32)cc1 | -2 | 0 | -3 | 14 | 0 | -3 | 2 | -7 | -32 | -1.6
O=C(CN(CCO)Cc1ccccc1)N1CCN(S(=O)(=O)c2ccccc2)CC1 | -2 | 1 | -1 | 4 | 1 | -5 | -5 | 3 | 3 | -0.9
COc1cc(OC)cc(-c2oc(=O)c3cc(OC)c(OC)cc3c2/C=C/c2ccc(F)cc2)c1 | 1 | 3 | 1 | 4 | -1 | 3 | 4 | -5 | -5 | 0.9
CC(=O)C(C(C)=O)C1(O)C(=O)c2ccccc2C1=O | 1 | -4 | -2 | 8 | -3 | 5 | -5 | -1 | 5 | 0.5
O=C(NC1CCN(Cc2cccc([N+](=O)[O-])c2)CC1)c1ccccc1 | -1 | -3 | 3 | 0 | 3 | 0 | 7 | -5 | -8 | 2.3
Cn1nccc1C(=O)Nc1ccc(S(=O)(=O)N2CCCC2)cc1 | 1 | -1 | 15 | 8 | -1 | -1 | 4 | -2 | 5 | -2.8
O=C1/C(=C/c2cccc(Cl)c2)CSc2sccc21 | 2 | 2 | 2 | -3 | 3 | -3 | -6 | 8 | 0 | -2.2
CCOC(=O)C1=C(CC)Nc2ccccc2N/C1=N\S(=O)(=O)c1ccc2ccccc2c1 | 0 | 36* | 2 | -14 | -5 | 2 | -1 | 2 | -8 | 0.6
O=C(C1CCN(C2CCN(Cc3ccc4c(c3)CCO4)CC2)CC1)N1CCOCC1 | 12 | -1 | 1 | 4 | -2 | 3 | 4 | -2 | 1 | 1.6
CC1=CC2=NC(=O)C(c3ccccc3)C(=O)N2C=C1 (stereo not given) | -1 | 0 | 15 | -1 | 2 | -2 | 6 | 3 | 3 | -0.6
CCCCC1=CC2=C(c3ccco3)C(=O)C(C)(OC(=O)c3ccc(OC)cc3)C(=O)C2=CN1Cc1ccccc1 (stereo not given) | -5 | 3 | 10 | 14 | 2 | 10 | -4 | 11 | 25 | 24*
O=C(Nc1cccc(S(=O)(=O)NC2=NCCC2)c1)c1ccc(F)cc1 | -7 | 6 | 1 | -7 | -14 | -4 | -11 | 4 | 3 | -0.4
O=C(CN1c2cccc3cccc(c23)S1(=O)=O)Nc1ccc(F)c(F)c1F | 7 | 6 | -2 | 0 | 0 | -2 | 1 | 8 | -10 | -1.9
Cc1ccc2c(c1)N(CC(=O)NC1CCCCC1C)C(=O)CO2 (stereo not given) | -2 | -5 | 0 | 2 | 0 | -1 | 2 | 2 | -4 | 0.0
COc1ccccc1N1CCN(C(=O)c2cc(-c3ccc(F)cc3)on2)CC1 | 1 | 1 | 0 | 1 | 4 | 0 | -6 | 6 | 8 | -0.3
CS(=O)(=O)c1ccc(C(=O)NCC2(N3CCOCC3)CCCCC2)cc1 | -5 | -1 | 0 | 1 | -1 | 1 | 5 | 3 | -2 | -0.9
COc1ccc(NC(=O)CSc2nnnn2C2CC3C=CC2C3)cc1 (stereo not given) | -2 | 0 | 3 | 0 | 2 | -1 | 2 | 9 | -8 | -1.0
Cc1ccc(S(=O)(=O)c2nc(Nc3ccccc3N3CCOCC3)sc2Cl)cc1 | 0 | 4 | 0 | -2 | 0 | -1 | -5 | -1 | -5 | -1.4
COC(=O)c1ccc(C2C(Oc3ccccc3C)C(=O)N2CCc2ccc(OC)c(OC)c2)cc1 (stereo not given) | 4 | 1 | -1 | -2 | 0 | 1 | 2 | 3 | -27 | 0.1
COc1cc(NC(=O)CCn2c(=O)[nH]c3ccsc3c2=O)cc(OC)c1 | -2 | 0 | -1 | -3 | 2 | -2 | -7 | 4 | -5 | -0.6
CC1=C(C(=O)Nc2ccccc2C(=O)NCCCOC(C)C)SCCO1 | -5 | -6 | 1 | 1 | -2 | -2 | -1 | -2 | -9 | -1.2
Cc1cc(C)c(C(=O)CN2C(=O)NC3(CCCCCC3)C2=O)cc1C | -4 | -3 | -1 | 7 | 2 | 0 | 2 | -2 | -5 | -1.8
Cn1c(=O)c(C(=O)c2ccccc2)c(O)c2ccccc21 | 0 | 2 | -1 | 4 | 0 | 1 | -1 | 4 | x | -3.4
Cc1cc(=O)[nH]c(SCc2cc(=O)n3nc(C)sc3n2)n1 | 4 | 4 | -1 | -1 | 8 | -2 | 0 | 1 | 6 | -0.4
COc1ccccc1/C=N/NC(=O)c1cccc(NC(=O)c2ccccc2Cl)c1 | 5 | 4 | -1 | -20 | 1 | -3 | -4 | 5 | -54 | -1.0
Fc1ccccc1CNCc1ccc2c(c1)OCO2 | 0 | 0 | 2 | 0 | 1 | 3 | -2 | 0 | 1 | -0.7
CCCCC(=O)Nc1ccc(NC(=O)c2ccccc2OC)cn1 | 3 | -9 | -3 | 2 | -1 | 0 | 3 | 5 | 0 | 0.9
COC1=C[C@H](C(=O)NCc2ccccn2)[C@@]2(C)Cc3ccccc3[C@H]2CC1=O | 1 | 6 | -1 | -1 | -2 | 4 | -4 | x | x | x
COc1ccc(NC(=O)C(c2ccccc2F)n2c(=O)c(-c3ccco3)nc3ccccc32)cc1 (stereo not given) | 1 | 17 | -4 | -11 | -2 | 3 | -2 | -5 | x | -1.8
CSCCC(NC(=O)COc1ccccc1)C(=O)N1CCN(c2ccccc2)CC1 (stereo not given) | 2 | 1 | 0 | 5 | 0 | 2 | -1 | -4 | -5 | 0.5
Cc1ccccc1S(=O)(=O)Cc1ccc(C(=O)NC2CCC(C)CC2)o1 (stereo not given) | 3 | -5 | 14 | 10 | -1 | 4 | 5 | -5 | 3 | -0.9
CCCCCCCCOc1ccc(C(=O)O)cc1 | 0 | 16 | 1 | -8 | 4 | 1 | -5 | -2 | -5 | -2.0
CC1CCN(S(=O)(=O)c2cc(C(=O)N3CCN(c4ncccn4)CC3)ccc2Br)CC1 | -1 | 0 | 3 | -6 | 1 | 3 | 1 | 1 | -8 | 0.6
CCc1ccc2[nH]c(=O)c(CN(Cc3ccccc3OC)Cc3nnnn3Cc3ccco3)cc2c1 | 1 | 11 | -3 | -23 | 1 | 23* | -3 | 5 | -67 | 2.0
Cc1cccc(NC(=O)CSc2nnc(CNC(=O)c3ccc(S(=O)(=O)N(C)C)cc3)n2-c2cccc(C)c2)c1 | -3 | 4 | 0 | 1 | 3 | 0 | 2 | -2 | -14 | 0.5
CN(C)C(=O)N1CCc2ccc([N+](=O)[O-])cc21 | 3 | 2 | 1 | 3 | 3 | -2 | -5 | -2 | 8 | -1.6
C=C(C)c1cccc(C(C)(C)NC(=O)NC(c2ccccc2)c2ccc(OC)cc2)c1 (stereo not given) | 0 | 2 | 1 | -3 | -1 | -4 | -5 | 9 | -11 | -0.9
